CIT2-GFP yeast – yeast TOR pathway CIT2-GFP modulation | S. cerevisiae CIT2-GFP strain, flow cytometry, 3 h; 100 means same as DMSO wells | GFP response vs DMSO, % at 10 µM | 320,000 tested, 0.065% active;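 active = GFP response relative to DMSO above a set limit, near the screen mean plus 3 SD, cut at about 150% in these data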;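 note: ratio of well median GFP fluorescence to mean of DMSO wells on the plate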
MEP2-GFP yeast – modulators of TOR pathway MEP2-GFP in S. cerevisiae; S. cerevisiae MEP2-GFP strain, flow cytometry GFP, 3 h; 100% = DMSO control level; 330,000 tested, 0.51% active; GFP response vs DMSO, % at 10 µM; AID 2016;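 active = GFP response versus DMSO above a set limit, roughly screen mean plus 3 SD, cut at about 180% in these data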;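 note: median GFP fluorescence of the barcode-gated MEP2-GFP cells per well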
proCasp7 act – activates human procaspase-7, counter-screen for procaspase-3 activators | P55210 | recombinant procaspase-7, Ac-DEVD-pNA absorbance 405 nm; D23A/D198A/D206A triple mutant, cannot self-cleave; scale: DMSO 0, 5 µM enzyme 100 | activation, % at 8.5 µM | 330,000 tested, 0.093% active | AID 463210;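 active = percent activation above the screen-wide mean plus 3 SD, cut at about 25% in these data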
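Detection: p-Nitroaniline absorbance at 405 nm, read at 0 and 120 min; system: Uncleavable procaspase-7 mutant enzyme; evaluation: % activation from two-timepoint absorbance difference, scaled to controls; times: 1 h enzyme–compound preincubation and 2 h substrate reaction, both 25 °C; buffer or medium: Zinc-free HEPES pH 7.4 with 300 mM NaCl, 0.01% Triton X-100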
LAP4-GFP MLPCN – alters LAP4-GFP fluorescence in TOR pathway yeast screen | S. cerevisiae LAP4-GFP multiplex, flow cytometry GFP, 3 h; median GFP as percent of DMSO wells | GFP response vs DMSO, % at 10 µM | 320,000 tested, 0.34% active;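 active = GFP response vs DMSO above a set limit, about the screen mean plus 3 SD, cut at about 150% in these data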
AGP1 TOR yeast – alters AGP1-GFP fluorescence in TOR pathway yeast screen; S. cerevisiae AGP1-GFP multiplex flow cytometry, 3 h; GFP as percent of DMSO wells; GFP response vs DMSO, % at 10 µM; 320,000 tested, 0.02% active; AID 2066;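 active = GFP response relative to DMSO above a set limit, near screen average plus 3 SD, cut at about 150% in these data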;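 note: median GFP channel fluorescence of the gated AGP1 strain per well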
AHR activator – activators of human aryl hydrocarbon receptor. P35869. AHR-responsive luciferase reporter cells, luminescence. activation, % at 5 µM. 320,000 tested, 2.5% active. AID 2796; in the data active = activation above about 47%;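 note: 0% = vehicle wells and 100% = reference agonist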
Target sequence (P35869 whole entry, looked up): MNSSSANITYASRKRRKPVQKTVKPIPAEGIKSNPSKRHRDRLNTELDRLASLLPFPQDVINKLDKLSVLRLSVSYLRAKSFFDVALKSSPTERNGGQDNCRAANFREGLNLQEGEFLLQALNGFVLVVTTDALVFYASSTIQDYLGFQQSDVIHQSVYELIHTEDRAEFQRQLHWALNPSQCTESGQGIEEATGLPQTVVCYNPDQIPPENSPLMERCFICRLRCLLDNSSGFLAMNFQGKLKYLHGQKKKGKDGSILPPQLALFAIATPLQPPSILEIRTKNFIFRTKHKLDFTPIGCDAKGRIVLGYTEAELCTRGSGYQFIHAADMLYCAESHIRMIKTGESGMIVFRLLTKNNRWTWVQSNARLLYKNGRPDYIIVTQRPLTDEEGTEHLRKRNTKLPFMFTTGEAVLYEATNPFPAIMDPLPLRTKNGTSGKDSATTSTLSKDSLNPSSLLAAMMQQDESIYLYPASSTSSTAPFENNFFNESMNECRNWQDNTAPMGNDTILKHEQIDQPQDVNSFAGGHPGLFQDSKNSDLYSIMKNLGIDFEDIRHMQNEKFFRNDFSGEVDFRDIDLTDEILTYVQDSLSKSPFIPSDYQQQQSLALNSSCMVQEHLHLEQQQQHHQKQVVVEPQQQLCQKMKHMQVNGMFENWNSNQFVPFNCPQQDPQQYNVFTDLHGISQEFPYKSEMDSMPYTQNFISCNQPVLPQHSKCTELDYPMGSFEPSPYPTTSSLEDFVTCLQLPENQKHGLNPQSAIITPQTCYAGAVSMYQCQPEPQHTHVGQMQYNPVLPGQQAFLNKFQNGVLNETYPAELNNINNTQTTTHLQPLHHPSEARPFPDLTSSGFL
procasp3 activ – procaspase-3 (human) activation | 330,000 tested, 0.11% active | AID 463141 | activation, % at 8.5 µM | recombinant procaspase-3 D3A, Ac-DEVD-pNA absorbance 405 nm | P42574;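 active = activation above the mean of all tested compounds plus 3 SD, cut at about 21% in these data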;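 note: 0% = DMSO alone and 100% = DMSO wells spiked with extra 5 µM PC-3 D3A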
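material = Procaspase-3 D3A mutant | probe or stimulus = Ac-DEVD-pNA | compound = single dose, 8.5 µM nominal compound, 0.8% DMSO | timing = 1 h preincubation, 2 h reaction | measured by = 405 nm absorbance of p-nitroaniline, reads at 0 and 120 min | benchmarks = DMSO-only low control, 5 µM PC-3 D3A high control | repeats = singlicate, each compound tested once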
RPL19A-GFP yeast – alters RPL19A-GFP fluorescence in TOR pathway yeast screen | AID 2025 | 330,000 tested, 0.3% active | percent response vs DMSO, % at 10 µM | S. cerevisiae RPL19A-GFP strain, flow cytometry, 3 h; hits give low values;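 active = percent response vs DMSO below 50%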;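 note: median channel GFP fluorescence of the barcoded RPL19A-GFP strain; ratio of sample median GFP to plate DMSO average so 100% = DMSO; lower means less RPL19A-GFP as with rapamycin TOR inhibition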
An asterisk follows results filed as active; · = no result given.

SMILES	CIT2-GFP yeast	MEP2-GFP yeast	proCasp7 act	LAP4-GFP MLPCN	AGP1 TOR yeast	AHR activator	procasp3 activ	RPL19A-GFP yeast
CC(C)C(Nc1ncnc2c1oc1ccccc12)C(=O)O (stereo not drawn)	106	105	5	102	103	9	-1	97
Cc1ccc(Nc2oc(C)nc2C#N)cc1	97	96	4	107	97	11	12	97
CC(C)CN1CCC(CN(C)Cc2nc(-c3cnccn3)no2)CC1	92	99	2	99	99	1	4	95
CCN1C(=O)CSc2ccc(C(=O)NCc3ccc(OC)cc3)cc21	98	95	3	99	99	8	9	97
COc1ccc(-n2c(Cn3c(=O)sc4ccccc43)nnc2SCC(=O)N2CCOCC2)cc1	106	104	-11	106	109	0	11	101
COc1ccc(Cl)cc1NC(=O)N1CCN(C2CCCCC2)CC1	100	101	4	101	104	1	-1	96
Fc1ccc(CCNC(=S)Nc2ccc(F)c(Cl)c2)cc1	96	106	-4	103	99	-6	-1	107
O=C(NCCCNC(=O)c1ccccn1)c1ccc(Cl)cc1	106	104	-2	100	97	1	4	99
O=C(CCN1C(=O)S/C(=C\c2ccc(F)cc2)C1=O)Nc1ccc(C(=O)O)c(O)c1	94	105	4	97	98	1	-3	100
CCN(C(=O)CN1CCN(c2ccc(OC)cc2)CC1)c1c(N)n(Cc2ccccc2)c(=O)[nH]c1=O	100	102	-4	102	98	0	-4	100
CN(/C=C1/C(=O)CNC1=O)CCO	102	106	4	102	105	1	0	100
COC(=O)c1ccccc1NC(=O)CC(=O)Nc1ccccc1C(=O)OC	105	101	4	90	97	5	1	100
Cc1c(C(=O)N2CCc3ccccc3C2)oc2ccc(S(=O)(=O)N3CC(C)CC(C)C3)cc12 (stereo not drawn)	105	110	6	100	101	6	1	104
OCC(O)C1OC(Nc2ccc(Br)cc2)C(O)C1O (stereo not drawn)	100	105	0	102	102	3	-7	97
Cc1cc(C(=O)O)c(CCCN)s1	90	98	-1	102	95	8	0	94
Cc1c(Cc2c(C)n(C)n(-c3ccccc3)c2=O)c(=O)n(-c2ccccc2)n1C	102	106	12	96	102	-1	9	104
COc1cccc(CNC(=O)c2ccccc2NC(=O)C2=C(C)OCCS2)c1OC	92	98	-6	101	96	5	1	99
O=C(CCCC(=O)c1ccc(O)cc1)c1ccc(O)cc1	71	88	3	115	74	10	-7	92
Cc1ccc(N(CC(=O)N/N=C/c2cccnc2)S(=O)(=O)c2ccccc2)cc1	95	105	0	102	96	10	4	96
COCCCn1c(=O)c2ccccc2n(CC(=O)NCCC2=CCCCC2)c1=O	107	99	3	93	100	1	4	103
CCOc1ccc(NS(=O)(=O)c2ccc(C(=O)N3CC(C)OC(C)C3)cc2)cc1 (stereo not drawn)	92	104	0	101	96	2	4	96
CC(=O)c1cc(CN2CCN(CCc3ccccc3)C(CCO)C2)cs1 (stereo not drawn)	98	89	5	93	93	1	2	100
CCN(CC)CCCSc1nc2ccccc2s1	103	99	-6	97	99	13	-3	93
CC(=O)N1c2ccc(S(=O)(=O)N(C)Cc3ccco3)cc2CC1C (stereo not drawn)	93	93	4	95	100	0	3	97
CCCNC(=O)c1ccc(OC)cc1OC	92	102	6	100	103	3	7	99
More results.
SMILES	CIT2-GFP yeast	MEP2-GFP yeast	proCasp7 act	LAP4-GFP MLPCN	AGP1 TOR yeast	AHR activator	procasp3 activ	RPL19A-GFP yeast
CC(C)(C)CN1C(N)=NC[C@@H]1Cc1ccccc1	100	95	-10	125	91	1	-5	103
O=C(CSc1ccc(-c2cccc([N+](=O)[O-])c2)nn1)NC1CCCC1	102	96	7	95	100	2	-3	99
CCc1cccc(C)c1N1C(=O)CN(Cc2ccccc2)C1=S	92	101	13	115	98	0	10	105
COc1ccc(/C=N/NC(=O)c2cccc3ccccc23)c(OC)c1OC	97	103	1	113	110	3	7	102
Cc1nc2ccccn2c1/C(O)=C1\C(=O)C(=O)N(CCN2CCOCC2)C1c1ccncc1 (stereo not drawn)	102	94	-1	102	100	-2	5	94
COc1cc(CNC2CCCC2)cc(OC)c1	102	108	6	104	102	-2	0	99
COc1ccc(-c2nn3c(-c4ccccn4)nnc3s2)cc1OC	93	103	13	99	97	11	4	99
Cc1ccc(OCC(=O)c2cc(C)n(C3CC3)c2C)c([N+](=O)[O-])n1	99	97	-38	99	101	-3	-22	97
Cc1ccc(CCNC(=O)CS(=O)Cc2nc(-c3ccccc3Cl)oc2C)cc1 (stereo not drawn)	110	108	6	95	102	4	1	105
Clc1ccccc1OCCn1ccnc1	89	93	-1	98	95	12	1	92
CC(=O)c1ccc(NC(=O)N2C3CCC2CC(O)(c2cccnc2)C3)cc1 (stereo not drawn)	99	107	15	103	109	-1	4	102
CC(C)OCCCNCC(O)c1ccccc1 (stereo not drawn)	106	108	-5	106	104	1	-4	103
Cn1c(SCC(=O)Nc2cccc(NC(=O)c3cccs3)c2)nnc1-c1ccncc1	97	99	-5	95	100	3	-3	95
COc1ccc(CN2CCN(C(=O)c3cccnc3)CC2)cc1Br	98	98	-7	91	94	0	1	95
CCCOc1cc(C)c(S(=O)(=O)N2CCN(C)CC2)cc1C	96	103	1	104	98	1	8	98
O=C(O)C1CCCCC1C(=O)NCCc1ccc(F)cc1 (stereo not drawn)	97	98	-2	100	98	-4	1	103
Cc1csc(NC(=O)c2ccc3c(=O)n4c(nc3c2)CCCCC4)n1	83	105	3	85	83	20	-6	103
Cc1ccc(S(=O)(=O)N2CCN(C(=O)CN3CCOCC3)C2)cc1	104	107	12	94	107	1	4	99
COC(=O)NC1(C(=O)O)CCCC1	97	106	-2	108	106	2	-4	101
C/C(=C1/SC(N2CCOCC2)=NC1=O)c1ccc(Br)cc1	96	98	-2	97	·	11	11	98
CC1Sc2ccc(S(=O)(=O)CCC(=O)N3CCN(c4ccccc4F)CC3)cc2NC1=O (stereo not drawn)	104	104	4	114	101	0	2	99
O=C(COC(=O)c1ccc(NS(=O)(=O)c2cccs2)cc1O)NC1CCCCC1	99	101	-10	102	102	-3	7	99
COc1ccc(Nc2nc3ccccc3nc2C)cc1	99	107	7	119	97	20	-1	96
Cc1nc(N)sc1C(=O)N/N=C/c1ccco1	103	104	-5	87	99	38	10	106
Cc1ccc(N2C(S)=C(C#N)C(=O)NC2c2cccs2)cc1 (stereo not drawn)	97	99	-10	94	96	3	-8	99

3 compounds out of the list above, sorted by the value under AHR activator, descending:
structure,AHR activator
Cc1ccc(Nc2oc(C)nc2C#N)cc1,11
CN(/C=C1/C(=O)CNC1=O)CCO,1
COc1cc(CNC2CCCC2)cc(OC)c1,-2

(further entries)
SMILES	CIT2-GFP yeast	MEP2-GFP yeast	proCasp7 act	LAP4-GFP MLPCN	AGP1 TOR yeast	AHR activator	procasp3 activ	RPL19A-GFP yeast
c1ccc2c(c1)nc1n2CC2CON(C3CCCCC3)C12 (stereo not drawn)	100	95	2	128	91	3	1	104
CC1=NNC(=O)/C1=C\c1cn(-c2ccccc2)nc1-c1ccccc1	·	84	-12	198*	81	1	-12	55
Cc1ccc(Cl)cc1N1CCN(C(=O)c2ccc3c(c2)CCN3S(C)(=O)=O)CC1	123	107	5	98	110	-1	5	109
CC(=O)Nc1ccc(NC(=O)C(C)OC(=O)C2CC(=O)N(CCc3ccccc3)C2)cc1 (stereo not drawn)	95	81	-2	85	98	1	0	95
CC(C)c1nc(C(=O)N2CCCC(CCC(=O)N(C)CCc3ccccn3)C2)cs1 (stereo not drawn)	105	100	10	92	99	-3	10	108
CN(C)CC1CCCCC1OC(=O)c1ccc(Cl)cc1Cl (stereo not drawn)	107	108	5	93	104	2	6	104
Nc1cc2sc(-c3ccc(C(=O)O)cc3)nc2cc1Cl	89	104	2	102	89	-6	0	98
Cc1ccc(S(=O)(=O)N2CCOCC2)cc1NC(=O)CNC(C)c1ccccc1 (stereo not drawn)	108	104	-5	91	98	-1	1	102
O=C(CSc1nc2nn(-c3ccccc3)c(=O)c-2c2n1CCCCC2)Nc1ccc(OC(F)F)cc1	101	113	-6	121	110	1	-2	107
CCN1CCN(c2nc(Nc3cc(OC)ccc3OC)nc(Nc3cc(OC)ccc3OC)n2)CC1	103	101	1	107	105	0	-1	101
Nc1nonc1C(=O)NCCNCc1cc(Br)ccc1OCc1ccccc1F	101	101	-6	103	104	-2	3	101
O=C(NN=C1CCCC1)c1cc(-c2ccc(F)cc2)nc2ccccc12	86	101	-3	116	97	11	-7	96
C/C(=N\NC(=O)Cc1ccc([N+](=O)[O-])cc1)c1cccnc1	151*	165	·	79	122	·	·	99
O=S(=O)(c1ccc2oc3ccc(S(=O)(=O)N4CCCCC4)cc3c2c1)N1CCCCC1	97	100	3	110	102	1	-5	99
O=C(CCc1nc2ccccc2[nH]1)N1CCN(C(=O)c2ccco2)CC1	96	101	7	102	100	0	-8	99
CCc1nc2ccccc2c(C(=O)OCC(=O)Nc2cccc(S(=O)(=O)N3CCOCC3)c2)c1C	98	109	5	104	101	6	-7	103
COc1ccc(CC(NC(C)=O)C(=O)NC2CCN(S(=O)(=O)c3ccccc3)CC2)c(OC)c1 (stereo not drawn)	86	95	18	97	87	3	-1	91
COc1cccc(Nc2c([N+](=O)[O-])cncc2[N+](=O)[O-])c1	98	111	4	98	94	8	0	102
CSc1nc(=S)cc(C)[nH]1	103	98	-37	108	109	6	-30	100
COc1ccc(CN2C(=O)CS(=O)CC2=O)cc1OC	96	102	-25	105	92	0	-17	93
COc1ccc(/C=N/NC(=O)NC23CC4CC(CC(C4)C2)C3)c(OC)c1	99	105	0	96	92	5	-2	100
Cc1cccc(/C=N/NC(=O)c2cccc(NC(=O)c3ccccc3)c2)n1	101	94	22	90	93	106*	-1	96
COc1ccc(-c2nc(C#N)c(NCCc3ccccc3)o2)cc1	96	98	0	102	104	18	9	101
Cc1ccc(C(=O)N2CCN=C2SCc2ccc([N+](=O)[O-])cc2)cc1	106	103	5	111	101	-1	-2	105
Cc1cc(Cl)c(OCCn2ccnc2)c(Br)c1	102	113	-3	96	99	22	-12	104
COC(=O)C1=C(C(=O)OC)[C@@H]2N(Cc3ccccc3)c3ccccc3[C@@]23C[C@@H](C(=O)OC)N=C3N1	94	97	8	105	99	1	8	109
O=C(c1ccc([N+](=O)[O-])cc1[N+](=O)[O-])N1CCN(C(=O)C2CCCO2)CC1 (stereo not drawn)	100	101	5	105	105	1	1	109
Cc1n[nH]c(=O)c2c(NC(=O)CSc3nnc(C4CC4)n3C)oc(C)c12	105	103	-4	104	103	3	-7	100
O=C(NC(=S)Nc1ccc(Oc2ccccc2)cc1)c1ccc(Cl)cc1	107	106	-2	106	107	0	-3	100

Individual results from the entries so far.
In MEP2-GFP yeast, Cc1ccc(C(=O)N2CCN=C2SCc2ccc([N+](=O)[O-])cc2)cc1 has 103
In MEP2-GFP yeast, Cc1cccc(/C=N/NC(=O)c2cccc(NC(=O)c3ccccc3)c2)n1 has 94
In CIT2-GFP yeast, O=C(c1ccc([N+](=O)[O-])cc1[N+](=O)[O-])N1CCN(C(=O)C2CCCO2)CC1 (stereo not drawn) has 100

Bioassay records: PubChem, several laboratories
